D1 antag – Antagonist of Human D 1 Dopamine Receptor: qHTS | activity change, negative = inhibition, % at 10 µM | HEK293 TREx D1 cells, calcium flux, dopamine EC80; active compounds read low | 3.2% of 360,000 active | AID 504652, 2011 | D(1A) dopamine receptor (Homo sapiens), P21728; in the data active means activity change below about -30%; further: on the % scale 0 is the no-effect control and ±100 the full control effect
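Calcium flux readout: force-coupled, inducible Hek293 Trex D1 line, cells induced overnight at 30 C with tetracycline, dye-loaded 30–90 min at RT. Antagonism scored against EC80 dopamine challenge given 180 s after compound.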
D2 PAM – HTS Assay for Positive Allosteric Modulators of the Human D2 Dopamine Receptor: Primary Screen for Potentiators; HEK293 T-REx D2, calcium flux, EC20 dopamine potentiation; potentiation, % at 10 µM; 0.34% of 340,000 active; AID 485347, 2010;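 active means potentiation over 3 SD above the plate norm, cut at about 30% in these data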; further: 0% is about no effect
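Calcium flux readout, no-wash dye, 1 read/s. Inducible HEK293 Trex D2 line, overnight 30 C. Compound alone 180 s (agonist flags), then EC20 dopamine, another 180 s to score potentiation.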
D1 ag – Allosteric Agonists of the Human D1 Dopamine Receptor: qHTS | activation, % at 2 µM | D(1A) dopamine receptor (Homo sapiens), P21728 | AID 504660, 2011 | 1% of 360,000 active | HEK293 T-REx D1 cells, calcium flux, agonist mode; in the data active means activation above about 30%; further: 0% is about no effect
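Tetracycline-induced HEK293 TREx D1 cells, force-coupled to calcium signalling, were dye-loaded with a no-wash calcium kit. Compound was pin-added after a 10 s baseline. Fluorescence was read kinetically at 1 cycle/s for 180 s, with calcium rises flagged as agonism.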
D1 potentiator – Potentiators of Human D1 Dopamine Receptor: qHTS; D(1A) dopamine receptor (Homo sapiens), P21728; HEK293 TREx D1 cells, calcium flux, dopamine EC20 potentiation; potentiation, % at 10 µM; 0.036% of 360,000 active; AID 504651, 2011; in the data active means potentiation above about 30%; further: 0% is about no effect
Apoferritin bind – qHTS Assay for Identification of Novel General Anesthetics; Ferritin light chain (Equus caballus), P02791; apoferritin/1-aminoanthracene competitive binding, fluorescence; Potency, µM (series often up to 77.5 µM), for the others: at the top dose activity change, negative = displacement, hits mostly inhibitors; 0.074% of 350,000 active; AID 485281, 2010; further: potency means the concentration at half of the fitted maximal effect; on the % scale 0 is the no-effect control and ±100 the full control effect; nearly all actives have a fitted effect of over 20% in size
Target sequence (P02791 2-175 limits assumed): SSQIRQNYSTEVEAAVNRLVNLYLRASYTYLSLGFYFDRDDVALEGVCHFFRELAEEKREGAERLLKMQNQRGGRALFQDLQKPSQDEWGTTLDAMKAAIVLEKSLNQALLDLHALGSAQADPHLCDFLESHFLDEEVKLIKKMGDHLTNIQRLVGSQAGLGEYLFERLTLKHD
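Apoferritin-based anesthetic binding model; compound displacement of fluorescent 1-AMA measured as endpoint fluorescence after 10 minutes at room temperature, scaled to free-ligand and complex controls.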
TRHR enhancer – qHTS for Small Molecule Agonists and Allosteric Enhancers of Human TRH Receptor: Primary Screen for Enhancers; Thyrotropin-releasing hormone receptor (Homo sapiens), P34981; TRHR cells, fluo-8 calcium fluorescence, EC20 TRH enhancement; enhancement, % at 2 µM; 0.66% of 360,000 active; AID 493056, 2011; in the data active means enhancement above about 30%; further: 0% is about no effect
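TRHR-expressing cells loaded with fluo-8 calcium dye were read kinetically (ex 480/em 530) during compound addition, then stimulated with an EC20 of TRH (10 nM final). Enhancement of the Gq-mediated intracellular calcium response was scored.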
RXFP1 antag – qHTS Assay for Antagonists of the Relaxin Receptor RXFP1. Relaxin receptor 1 (Homo sapiens), Q9HBX9. HEK293-RXFP1, relaxin-stimulated cAMP HTRF, 30 min; active compounds read low. activity change, negative = inhibition, % at 57.5 µM. 0.59% of 350,000 active. AID 1259400, 2018;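 active means activity change of -60% or lower, but not beyond a set lower limit; inconclusive means change between -60% and -40%, or beyond the set limit; inactive means change above -40%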; further: on the % scale 0 is the no-effect control and ±100 the full control effect
Target sequence (Q9HBX9 whole entry, looked up): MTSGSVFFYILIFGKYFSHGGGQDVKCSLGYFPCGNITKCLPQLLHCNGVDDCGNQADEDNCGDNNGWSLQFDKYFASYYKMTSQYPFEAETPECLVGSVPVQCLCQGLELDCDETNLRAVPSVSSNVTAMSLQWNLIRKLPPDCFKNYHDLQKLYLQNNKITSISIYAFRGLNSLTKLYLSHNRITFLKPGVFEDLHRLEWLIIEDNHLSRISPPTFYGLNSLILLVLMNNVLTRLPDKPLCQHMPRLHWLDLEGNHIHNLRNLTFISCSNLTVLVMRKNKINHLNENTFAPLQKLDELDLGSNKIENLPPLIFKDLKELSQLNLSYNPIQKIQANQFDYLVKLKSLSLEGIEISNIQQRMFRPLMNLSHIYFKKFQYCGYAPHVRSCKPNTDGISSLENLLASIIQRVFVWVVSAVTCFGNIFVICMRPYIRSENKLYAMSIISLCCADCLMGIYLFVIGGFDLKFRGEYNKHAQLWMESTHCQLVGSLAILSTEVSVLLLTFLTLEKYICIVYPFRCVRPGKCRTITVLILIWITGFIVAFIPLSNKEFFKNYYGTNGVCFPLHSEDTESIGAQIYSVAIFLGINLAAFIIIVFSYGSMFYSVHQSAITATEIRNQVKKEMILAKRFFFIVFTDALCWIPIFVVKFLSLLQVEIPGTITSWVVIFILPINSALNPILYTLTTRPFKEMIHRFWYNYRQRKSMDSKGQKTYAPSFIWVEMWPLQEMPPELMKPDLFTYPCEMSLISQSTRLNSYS
TRHR ag – qHTS for Small Molecule Agonists and Allosteric Enhancers of Human TRH Receptor: Primary Screen for Agonists; 0.18% of 360,000 active; Thyrotropin-releasing hormone receptor (Homo sapiens), P34981; TRHR cells, calcium flux fluo-8, FDSS agonist mode; activation, % at 2 µM; AID 493084, 2011; in the data active means activation above about 30%; further: 0% is about no effect
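Fluo-8-loaded TRHR cells; 10 s baseline, compound added, kinetic Ca2+ fluorescence read 1/s, agonist mode.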
RXFP1 ag – qHTS Assay for Agonists of the Relaxin Receptor RXFP1. 0.3% of 370,000 active. HEK293T-RXFP1 cAMP TR-FRET, 30 min; response scale: percent of porcine relaxin response, buffer zero. Potency, µM (series often up to 57.5 µM), without a hit: top-dose activation, most hits filed as activators. AID 2676, 2010; further: potency means the concentration at half of the fitted maximal effect; on the % scale 0 is the no-effect control and ±100 the full control effect; nearly all actives have a fitted effect of over 60% in size; many of its hits are not listed in these tables
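Agonist response is measured as cAMP accumulation in an RXFP1-transfected HEK293T line under PDE4 inhibition. Values are scaled between buffer-only and 29 nM porcine relaxin, and EC50s come from standard Hill equation fits.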
Numbers without * were called inactive; ? = inconclusive; / = no result given; [ ] = remark or other dose. Unless noted, the call rests on the fitted dose curve; in most records, active means well fitted curve in the direction sought with a large enough effect; inconclusive means small, poorly fitted or top-dose-only effect, or another doubt; inactive means no such curve, though single readings can be large; an effect the other way counts as inactive or inconclusive. This is a subset; rates above refer to the full screens.

D1 antag	D2 PAM	D1 ag	D1 potentiator	Apoferritin bind	TRHR enhancer	RXFP1 antag	TRHR ag	Molecule	RXFP1 ag
-17	14	0	-5	2%	-3	-9	0.3	FC(F)(F)Oc1ccc(NC(=S)Nc2ccccc2N2CCOCC2)cc1	-0.3%
-37*	-29	16	-11	-9%	-10	-40	2.2	COc1ccc(C(=O)C(CCC(CNC(C)(C)C)C(=O)c2ccc(OC)cc2)CNC(C)(C)C)cc1 (stereo unspecified)	0.9%
0	11	3	-3	-12%	12	31	-0.5	COc1ccc(N2CCN(C(=O)C3=NNC(=O)CC3)CC2)cc1	0.9%
3	-1	7	4	-8%	6	0	-0.5	Cn1c(C2CCCCC2)nc2cc(N)ccc21	-2.1%
7	-22	1	3	3%	-2	4	0.4	Cc1cc(N2CCN(c3ccccc3)CC2)nc(N2CCOCC2)n1	7.9%
-2	-2	1	4	-2%	6	-16	-0.3	CNC(=O)C(NC(=O)CNC(=O)c1ccc(Cl)cc1)C(C)(C)C (stereo unspecified)	-1.0%
8	15	1	-8	-6%	4	-15	-0.3	CS(=O)(=O)c1ccc(C(=O)N2CC(=O)Nc3ccccc32)cc1	1.9%
-11	-4	14	-5	-11%	-6	/	-1.5	CC(=O)c1ccc(N2CCN(C(=O)Nc3ccc(F)cc3)CC2)cc1	3.7%
1	4	29	-3	-3%	2	13	12	COc1cc(/C=N/c2oc(C)c(C)c2C#N)cc(Br)c1O	0.1%
2	-2	0	-2	-3%	-2	0	-0.1	Cc1cc(NC(=O)NCC(F)(F)F)no1	1.3%
9	/	2	-4	?	-4	/	-0.5	COc1ccc([C@]23Cc4ccccc4C(O2)C2=C(CC4(CCCCC4)OC2=O)O3)cc1	2.0%[11.5 µM]
-7	6	0	-2	/	1	6	-0.7	COc1ccccc1NC(=O)C(C)OC(=O)COc1cccc2c1OC(C)(C)C2 (stereo unspecified)	0.1%
-6	12	2	0	-5%	3	-5	0.3	CC1CN=C(Nc2cccc(S(=O)(=O)N(C)C)c2)S1 (stereo unspecified)	0.1%
12	-12	1	0	-20%	18	?	-0.1	CCc1ccc(NC(=O)c2cc3c(C)nc4ccccc4c3o2)cc1	2.4%
5	-4	0	5	0%	3	5	0.8	O=C1CCCc2c1cc(C(=O)O)c(=O)n2-c1ccccc1	-0.8%
8	-5	0	-23	/	4	6	-0.7	CCC1(c2ccc(OC)cc2)NC(=O)N(CC(=O)NC2CCCCC2C)C1=O (stereo unspecified)	-2.0%
7	15	3	-3	-9%	13	-1	-0.5	CC(C)c1nc(NCCO)c2nnn(Cc3ccccc3)c2n1	-1.3%
-11	-8	2	-8	-11%	-8	4	0.4	CCCNC(=O)CN(C)C(=O)c1n[nH]c2ccccc12	-0.5%
4	-13	0	2	?	-1	0	-1.1	CCc1ccccc1NC(=O)CCCN1C(=O)CCn2nc(-c3cn(C)c4ccccc34)cc21	2.4%
2	-10	3	-3	-3%	0	4	1.3	O=C(NCCCN1CCOCC1)c1ccc2c(c1)N(Cc1cccc(Cl)c1)C(=O)CS2	3.1%

5 compounds out of the list, ordered by count of non-hydrogen atoms, high to low.
D1 antag	D2 PAM	D1 ag	D1 potentiator	Apoferritin bind	TRHR enhancer	RXFP1 antag	TRHR ag	Molecule	RXFP1 ag
2	-10	3	-3	-3%	0	4	1.3	O=C(NCCCN1CCOCC1)c1ccc2c(c1)N(Cc1cccc(Cl)c1)C(=O)CS2	3.1%
-17	14	0	-5	2%	-3	-9	0.3	FC(F)(F)Oc1ccc(NC(=S)Nc2ccccc2N2CCOCC2)cc1	-0.3%
7	15	3	-3	-9%	13	-1	-0.5	CC(C)c1nc(NCCO)c2nnn(Cc3ccccc3)c2n1	-1.3%
-11	-8	2	-8	-11%	-8	4	0.4	CCCNC(=O)CN(C)C(=O)c1n[nH]c2ccccc12	-0.5%
3	-1	7	4	-8%	6	0	-0.5	Cn1c(C2CCCCC2)nc2cc(N)ccc21	-2.1%

Later entries
D1 antag	D2 PAM	D1 ag	D1 potentiator	Apoferritin bind	TRHR enhancer	RXFP1 antag	TRHR ag	Molecule	RXFP1 ag
-17	/	3	2	/	0	-8	-0.3	CCCCN(C(=O)CCNC(=O)NC12CC3CC(CC(C3)C1)C2)c1c(N)n(CCC)c(=O)[nH]c1=O	4.8%
6	0	1	2	-23%	-4	-7	0.4	COc1ccc(NS(=O)(=O)c2ccc(NC(=O)c3ccc(CN4CCOCC4)cc3)cc2)cc1	0.2%
-5	-16	2	10	-8%	-2	-7	-0.2	O=C(N/N=C\c1cccs1)c1ccccc1-n1cccc1	-1.1%
-7	-7	10	-2	/	0	-21	-0.4	CCOc1ccccc1N1CCN(C(=O)c2ccc(S(=O)(=O)Nc3ccccc3)cc2)CC1	4.4%
4	-9	5	-3	-8%	-8	-2	-1.5	COc1cc(OC)cc(C(=O)N2CCN(Cc3ccccc3Br)CC2)c1	-0.6%
-6	-2	1	8	2%	27	-3	0.0	CCOC(=O)c1cc(NC(=O)c2ccccc2)c(=O)oc1C(F)(F)F	-0.3%
4	0	5	-2	-8%	-1	-18	0.5	O=C1NNC(c2ccccc2)=N/C1=C\c1ccccc1Cl	-0.8%
12	-10	-1	1	-23%	-5	-8	-1.1	Cc1ccc(NN=C2C(=O)OC(C)(C)OC2=O)c(C)c1	0.4%
-30	-3	8	7	-8%	-1	6	1.2	COc1ccc(/C=C/C(=O)Nc2cccc(S(=O)(=O)N3CCCC3)c2)cc1OC	-1.4%
-6	-2	1	-3	-17%	-13	3	0.4	CCNC(=O)NC(C(=O)OC)C12CC3CC(CC(C3)C1)C2 (stereo unspecified)	0.3%
-9	-5	2	-5	-13%	-1	-1	1.0	CCc1ccccc1N(CC(=O)NC1CCCCC1)C(=O)CNC(=O)c1ccco1	1.0%
33	0	3	0	-5%	0	-13	0.3	Clc1ccc(NC2(c3nnnn3C3CCCCC3)CCCCC2)cc1	1.3%
-16	-7	0	-3	9%	3	0	-1.1	O=C(Nc1ccccc1OC(F)F)c1cc2c(s1)CCC2	-0.3%
24	1	1	6	?	-5	/	-0.1	CCOC(=O)c1c(Nc2ccccc2)nnc(-c2ccccc2)c1-c1ccccc1	5.1%
-17	9	5	9	0%	4	-13	1.2	COc1ccc(C(=O)NN2C(=O)C3C(c4ccccc4)C=CC(c4ccccc4)C3C2=O)cc1 (stereo unspecified)	0.7%
-4	-9	16	-5	4%	-4	/	4.4	O=C(/C=C/c1c[nH]c2ccccc12)c1ccccc1	-0.2%
-10	4	2	-1	-1%	0	-30	1.5	CC(=O)N/C(=C\c1ccccc1)C(=O)N1CCOCC1	0.3%
0	-1	2	-6	-5%	33*	-9	0.5	O=c1cc(O)c2c(=O)[nH]c(=O)n(-c3ccccc3)c2[nH]1	2.9%
12	-2	-3	-3	-7%	-17	-14	0.0	CCOC(=O)C1=C(C)NC(=S)NC1c1ccc(OCC(=O)N2CCCCCC2)c(OC)c1 (stereo unspecified)	8.9%
-7	6	3	0	3%	-2	-4	0.1	O=C(CNC(=O)c1cncc(Br)c1)Nc1ccc(F)c(F)c1F	2.4%
-12	-5	2	-5	?	8	-2	-1.0	O=C(CSCc1ccccc1)Nc1cc([N+](=O)[O-])ccc1F	0.1%
19	-1	1	5	/	8	-3	-0.4	CCC(C)(C)C1CCC2(CC1)NC(=O)N(CC(=O)NCCOc1ccccc1)C2=O (stereo unspecified)	0.4%
-8	-10	12	-2	?	-7	-4	1.1	C/C(=N\OCC(=O)Nc1ccc(OC(F)(F)F)cc1)c1ccc2c(c1)OCCO2	2.0%
-3	22	8	3	/	-1	-19	-0.8	Cc1ccc(S(=O)(=O)N2CCCCC2)cc1NC(=O)c1cncc(Br)c1	-1.0%

Source: PubChem (National Center for Advancing Translational Sciences (NCATS))
